FXIIa inh 1536 – factor XIIa (human) inhibition; purified FXIIa, Boc-QGR-AMC fluorogenic substrate, 2 h; P00748; inhibition, % at 5 µM; 220,000 tested, 0.3% active; in the data active = inhibition above about 40%;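 note: 0% = enzyme with no compound and 100% = blank without enzyme; many of its hits are not listed in these tables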
FXIa inh – inhibitors of human coagulation factor XIa | inhibition, % at 5 µM | AID 798 | purified FXIa, Boc-Glu-Ala-Arg-AMC fluorogenic substrate | P03951 | 220,000 tested, 0.14% active;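 active = inhibition of at least 40%; inactive = inhibition below 40%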;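 note: fluorescence of freed AMC excited at 355 nm; 0% = enzyme without compound and 100% = no enzyme blank; many of its hits are not listed in these tables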
Thrombin inh – blocks human thrombin protease activity; P00734; alpha-thrombin, Boc-VPR-AMC fluorogenic substrate cleavage; inhibition, % at 5 µM; 220,000 tested, 0.26% active; AID 1046;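 active = inhibition at or above 40%; inactive = inhibition below 40%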;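 note: 0% = enzyme with no compound and 100% = wells without enzyme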
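System: human alpha-thrombin protein; Compound dosing: one concentration per compound, 5 µM, with 0.2% DMSO; Timing: reaction at room temperature; Technique: AMC fluorescence, 355/460 nm; Controls: enzyme without compound as high, wells lacking enzyme as low.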
Runt-CBFb FRET – inhibitors of human RUNX1 Runt domain binding to CBFb; Q01196+Q13951; Cerulean-Runt/Venus-CBFb FRET ratio 530/480, 1 h; inhibition, % at 20 µM; 220,000 tested, 0.46% active; AID 1496;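 active = inhibition over about 50% at 20 µM in the single-dose screen, limit read from the data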;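 note: 0% = DMSO wells and 100% = excess unlabeled CBFb competitor control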
Target sequence (Q01196 whole entry, looked up, the tested form may be a part): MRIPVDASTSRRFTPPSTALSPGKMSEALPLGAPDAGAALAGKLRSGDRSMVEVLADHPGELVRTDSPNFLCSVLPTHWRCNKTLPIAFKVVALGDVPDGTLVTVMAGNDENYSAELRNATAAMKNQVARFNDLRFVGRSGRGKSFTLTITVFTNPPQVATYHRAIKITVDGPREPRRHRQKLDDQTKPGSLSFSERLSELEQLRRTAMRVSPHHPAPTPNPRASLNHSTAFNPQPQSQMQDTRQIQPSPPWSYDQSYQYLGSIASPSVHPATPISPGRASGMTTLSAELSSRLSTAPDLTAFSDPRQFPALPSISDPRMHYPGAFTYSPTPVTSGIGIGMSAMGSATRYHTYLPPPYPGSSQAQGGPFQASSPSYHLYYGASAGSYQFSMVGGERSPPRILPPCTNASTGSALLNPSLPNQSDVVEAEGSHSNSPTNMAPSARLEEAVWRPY
Target sequence (Q13951 whole entry, looked up, the tested form may be a part): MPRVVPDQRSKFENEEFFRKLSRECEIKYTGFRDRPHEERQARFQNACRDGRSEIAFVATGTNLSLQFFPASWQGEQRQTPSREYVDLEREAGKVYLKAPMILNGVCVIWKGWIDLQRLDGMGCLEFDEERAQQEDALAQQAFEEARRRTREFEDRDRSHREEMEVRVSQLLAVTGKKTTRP
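test system = Cerulean-tagged RUNX1 Runt domain (FRET donor) fusion protein | reagent = Venus-CBFb binding partner, 100 nM | incubation = protein complex preformed 1 h, compound exposure 1 h, room temperature, dark | detection = FRET fluorescence | read-out basis = loss of energy transfer signal | controls = 5 µM unlabeled CBFb as full-inhibition high control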
Hck Nef HTS – blocks Nef-activated human Hck kinase. P08631. 220,000 tested, 0.68% active. inhibition, % at 20 µM. Recombinant Hck-YEEI plus Nef, Z-Lyte FRET kinase assay;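 active = Hck-Nef kinase inhibition above about 50%, limit read from the data; inactive = inhibition below that limit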;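 note: 0% = DMSO with Hck plus Nef and 100% = Hck alone without Nef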
Wee1 stabilizer – human Wee1 degradation inhibition, primary screen | P30291 | HeLa Luc-Wee1K328M stability, luciferase luminescence; 100% = proteasome inhibitor MG132 effect | reporter increase, % at 5 µM | 220,000 tested, 1.2% active | AID 1321;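 active = activation above the mean of all tested compounds plus 3 SD, set per screening run, cut at about 8.8% in these data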;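 note: cells exposed to compound for 20 h before luminescence read; 0% = DMSO alone and 100% = MG132 at 30 µM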
14-3-3 Bad inh – disrupts binding of bovine 14-3-3 zeta to phospho-Bad peptide; inhibition, % at 21.7 µM; AID 781; TR-FRET 14-3-3zeta/Dy647-pBad peptide displacement, 1 h; P63103; 220,000 tested, 0.71% active;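 active = inhibition above about 70%, limit read from the data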;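 note: 0% = full 14-3-3 plus peptide FRET controls and 100% = background without 14-3-3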
Target sequence (P63103 whole entry, looked up): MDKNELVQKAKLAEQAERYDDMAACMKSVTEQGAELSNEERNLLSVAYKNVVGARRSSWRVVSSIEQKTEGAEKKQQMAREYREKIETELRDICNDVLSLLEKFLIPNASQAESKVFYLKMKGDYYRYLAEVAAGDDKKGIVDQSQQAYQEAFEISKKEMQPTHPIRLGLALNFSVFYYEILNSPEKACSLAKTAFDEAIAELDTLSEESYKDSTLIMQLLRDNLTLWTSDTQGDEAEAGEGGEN
hK5 inh – inhibitors of human kallikrein 5 | inhibition, % at 5 µM | recombinant hK5, fluorogenic AMC substrate cleavage | 210,000 tested, 0.59% active | Q9Y337;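 active = inhibition of 40% or more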;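 note: 0% = enzyme controls without compound and 100% = no-enzyme blanks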
Runt-SMMHC FRET – blocks binding of human RUNX1 Runt domain to CBFb-SMMHC. Cerulean-Runt/Venus-CBFb-SMMHC FRET ratio 530/480, 1 h. inhibition, % at 20 µM. 220,000 tested, 0.74% active;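 active = mean inhibition across duplicate retests at 20 µM reaching about 50%, limit read from the data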;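 note: 0% = DMSO wells and 100% = wells with excess untagged CBFb-SMMHC; inhibitors lower the FRET ratio by blocking Runt binding to CBFb-SMMHC; some results filed as inactive read as strong as hits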
* = called active by the depositor; . = not tested or not shown; [ ] = remark or other dose.

| nr | mol | Thrombin inh | Runt-CBFb FRET | Hck Nef HTS | Runt-SMMHC FRET | FXIIa inh 1536 | hK5 inh | 14-3-3 Bad inh | FXIa inh | Wee1 stabilizer |
| --- | --- | --- | --- | --- | --- | --- | --- | --- | --- | --- |
| 1 | O=c1[nH]c2cc3c(cc2cc1CN(CCCO)Cc1nnnn1Cc1ccc(F)cc1)OCO3 | -5 | -40 | 3 | -33 | 7 | -27 | 3 | -3 | -4 |
| 2 | Cc1ccccc1C(=O)Nc1cccc(-c2nnc(SCC(=O)O)n2C)c1 | 3 | 2 | 2 | -2 | 6 | 6 | 40 | 5 | 0 |
| 3 | COC(=O)c1ccc(CSc2nnnn2-c2ccccc2)o1 | -1 | 1 | 1 | 2 | 7 | -16 | 8[fluorescence artefact?] | -4 | 2 |
| 4 | CCOC(=O)C(Cc1ccc(O)cc1)NC(=O)CNC(=O)C(CC(C)C)NC(=O)OC(C)(C)C (stereo not drawn) | -2 | -6 | -4 | -3 | 0 | -8 | -4[fluorescence artefact?] | -10 | -4 |
| 5 | Cn1cccc1/C=N/NC(=O)Cn1cnc2ccccc21 | -3 | 2 | -1 | -2 | 11 | -12 | -2 | 1 | 1 |
| 6 | C#CCSc1nc(C)cc(C(=O)OCC)c1C#N | -8 | -1 | 8 | 0 | 2 | -4 | -6 | 1 | 0 |
| 7 | CCCNC(=O)CNC(=S)N(Cc1cc(OC)c(OC)c(OC)c1)C1CCCC1 | -1 | 1 | 3 | 1 | 11 | -19 | -20[fluorescence artefact?] | 9 | -4 |
| 8 | Cc1c(C(=O)N2CCN(S(C)(=O)=O)CC2)oc2ccccc12 | -9 | -2 | 5 | -3 | -4 | 1 | -2 | -3 | 0 |
| 9 | O=S(=O)(Nc1ccc2c(c1)CCC2)c1cccs1 | 5 | -1 | 1 | 0 | 19 | -18 | 5 | 7 | 0 |
| 10 | O=C(NC1CCCCC1)N1CCCC(c2nc(-c3ccc(S(=O)(=O)N4CCCC4)cc3)no2)C1 (stereo not drawn) | 2 | -1 | 1 | -1 | 12 | -5 | -7[fluorescence artefact?] | 7 | -4 |
| 11 | S=C(NCCN1CCOCC1)Nc1ccc(Cl)c(Cl)c1 | -4 | -2 | -3 | -1 | 11 | -2 | -6 | -3 | -2 |
| 12 | CCOC(=O)c1cnn(CC2CCCCC2)c1N | 3 | -1 | 2 | -3 | 10 | 4 | 23[fluorescence artefact?] | 5 | -2 |
| 13 | CC(=O)Nc1sc2c(c1C#N)CCC(C)C2 (stereo not drawn) | -7 | -1 | 19 | -1 | 0 | -4 | -9 | -5 | -2 |
| 14 | O=C1CCCc2ccccc2N1Cc1cccc(Cl)c1 | 0 | -3 | 1 | 5 | -4 | 3 | 3 | -1 | 0 |
| 15 | Nn1c(SCC(=O)Nc2ccc3c(c2)OCO3)nnc1-c1ccncc1 | 0 | -2 | -1 | -1 | -4 | 3 | 4 | -2 | -1 |
| 16 | CN(CC(=O)Nc1cccc2c1CCCC2)S(=O)(=O)c1ccccc1 | 2 | 0 | -1 | 0 | 15 | 9 | 8 | -11 | 3 |
| 17 | COC(=O)c1ccc(N2CCN(CC(=O)c3ccc(-c4ccccc4)cc3)CC2)c([N+](=O)[O-])c1 | -1 | . | -1 | -2 | 16 | -52 | -10 | 3 | 4 |
| 18 | CCCCn1c(SCC(=O)c2ccc3c(c2)OCCO3)nnc1-c1ccco1 | -18 | -3 | 1 | -9 | 7 | -30 | 7 | 6 | 2 |
| 19 | O=C(CC12CC3CC(CC(C3)C1)C2)N/N=C/c1ccncc1 | 1 | -5 | 4 | 0 | 17 | -16 | -23[fluorescence artefact?] | 7 | 2 |
| 20 | Cc1ccc(S(=O)(=O)CNC(=O)c2ccccc2)cc1 | -7 | 0 | 1 | -108 | 5 | -1 | 0 | -4 | 1 |
| 21 | Cc1ccc(NC(=O)c2c(C)noc2C)cc1 | 1 | -2 | 0 | 0 | 16 | 8 | 5 | 7 | -2 |
| 22 | Cc1ccc(CNC(=O)c2ccc([N+](=O)[O-])o2)cc1 | -4 | -3 | 0 | 0 | -11 | -16 | 4 | -5 | 3 |
| 23 | O=C(CSc1ccc(-c2ccccn2)nn1)NC1CCCCC1 | -10 | 2 | -10 | -2 | 4 | -4 | -4 | -4 | 6 |
| 24 | NNC(=O)C1CCCN1S(=O)(=O)c1ccc(Cl)cc1 (stereo not drawn) | -10 | 0 | 25 | -5 | 2 | 0 | -13 | -2 | -2 |
| 25 | CC(C)OCCCn1c(=S)[nH]c2cc3c(cc2c1=O)OCO3 | 44* | -2 | 7 | -1 | 21 | 45* | 0 | 19 | 3 |

Profiles from above. Order of screens: Thrombin inh	Runt-CBFb FRET	Hck Nef HTS	Runt-SMMHC FRET	FXIIa inh 1536	hK5 inh	14-3-3 Bad inh	FXIa inh	Wee1 stabilizer
Cc1ccc(NC(=O)c2c(C)noc2C)cc1 is listed as 1	-2	0	0	16	8	5	7	-2
CC(=O)Nc1sc2c(c1C#N)CCC(C)C2 (stereo not drawn) is listed as -7	-1	19	-1	0	-4	-9	-5	-2
O=C(CSc1ccc(-c2ccccn2)nn1)NC1CCCCC1 is listed as -10	2	-10	-2	4	-4	-4	-4	6
Cc1ccccc1C(=O)Nc1cccc(-c2nnc(SCC(=O)O)n2C)c1 is listed as 3	2	2	-2	6	6	40	5	0
CC(C)OCCCn1c(=S)[nH]c2cc3c(cc2c1=O)OCO3 is listed as 44*	-2	7	-1	21	45*	0	19	3

Going on with the list:
| nr | mol | Thrombin inh | Runt-CBFb FRET | Hck Nef HTS | Runt-SMMHC FRET | FXIIa inh 1536 | hK5 inh | 14-3-3 Bad inh | FXIa inh | Wee1 stabilizer |
| --- | --- | --- | --- | --- | --- | --- | --- | --- | --- | --- |
| 26 | Nc1ncncc1-c1ccc(Cl)cc1 | -11 | 3 | 20 | 2 | 5 | -4 | 4 | -4 | 0 |
| 27 | CC(C)Oc1cccc(C(=O)NC(=S)N2CCN(c3ccc(C(F)(F)F)cc3[N+](=O)[O-])CC2)c1 | -5 | 17 | 0 | 3 | 3 | -8 | 1[fluorescence artefact?] | -8 | -2 |
| 28 | CC(C)(C)c1cc(C(=O)Nc2ccc(F)cc2)n(Cc2ccc(F)cc2)n1 | 7 | 2 | 1 | -3 | 9 | 6 | 4 | 7 | 0 |
| 29 | COc1ccc(-c2noc(N3CCC(C(=O)N4CCN(c5ccccn5)CC4)CC3)n2)cc1 | 11 | -1 | 1 | -2 | 7 | 37 | -6 | 18 | -1 |
| 30 | CCCc1nc(SCC(=O)N2CCN(c3ccccc3)CC2)c2c(=O)n(C)c(=O)n(C)c2n1 | -5 | -8 | 17 | 2 | 7 | -10 | 1 | -5 | -2 |
| 31 | CCOC(=O)Nc1cccc2ccccc12 | 2 | -1 | -3 | -3 | 12 | -32 | 10[fluorescence artefact?] | 5 | -1 |
| 32 | CN1C(=O)C(CC(=O)NCCc2ccccc2)N(NC(=O)c2ccc(Cl)cc2)C1=S (stereo not drawn) | 5 | 2 | 6 | -1 | 10 | 25 | 3 | -5 | -2 |
| 33 | Cc1ccccc1-n1c(SCC(=O)c2cc(C)n(C)c2C)nnc1-c1cccnc1 | 6 | 2 | -1 | -2 | 7 | 2 | -5 | 0 | -2 |
| 34 | CCC(=O)Nc1ncc2c(n1)CC(c1ccco1)CC2=O (stereo not drawn) | -2 | 9 | 7 | 8 | 10 | -12 | -8[fluorescence artefact?] | 7 | -2 |
| 35 | Cc1cc(C)cc(C(=O)NC2C(=O)N3C(C(=O)O)=C(CSc4nnc(C)s4)CSC23)c1 (stereo not drawn) | -12 | 5 | 12 | 7 | 3 | -3 | 1 | 2 | 1 |
| 36 | CC(C)(C)c1ccc(/C=C/C(=O)O)s1 | -6 | 0 | 25 | -5 | 9 | 0 | 0 | 4 | 4 |
| 37 | O=C(/C=C/c1ccccc1)NC(NC(=S)Nc1ccc(Cl)cc1)C(Cl)(Cl)Cl (stereo not drawn) | 1 | 1 | 1 | 2 | 19 | -7 | 2[fluorescence artefact?] | 1 | 1 |
| 38 | CCC1=NN(C(=O)CCc2ccc3c(c2)OCO3)C(O)(C(F)(F)F)C1 (stereo not drawn) | -14 | -5 | 19 | 3 | 3 | -4 | -2 | -6 | -1 |
| 39 | COc1ccc(N2C(=O)C(CC(N)=O)N(NC(=O)c3cccc(OC)c3)C2=S)cc1 (stereo not drawn) | -3 | 2 | 20 | -4 | 7 | -1 | -7 | -4 | -1 |
| 40 | CCOC(=O)C1(CCc2ccccc2)CCN(C(=O)c2cnc(C)cn2)CC1 | -11 | -3 | 23 | -1 | 4 | -4 | -8 | -6 | -5 |
| 41 | COc1ccc(C(CCN2CCOCC2)c2c(OC)cc(OC)c3c(C)cc(=O)oc23)cc1 (stereo not drawn) | -2 | 1 | 26 | 2 | 6 | 2 | -1 | 1 | . |
| 42 | Cc1ccc2c(c1)C(N1CCCC1=O)CC(c1ccco1)N2 (stereo not drawn) | 0 | 23 | 7 | 8 | 3 | -50 | 9 | -1 | 2 |
| 43 | O=C(Nc1ccccc1C(=O)N1CCOCC1)c1noc2c1CCCC2 | -8 | 2 | 7 | -8 | 20 | -3 | -11 | 6 | -3 |
| 44 | O=C1CC(NNC(=O)c2ccc(Br)cc2)C(=O)N1 (stereo not drawn) | -13 | 3 | 0 | 0 | 0 | -4 | 1 | -8 | -2 |
| 45 | CC(C)CNC(=O)CC(=O)N/N=C/c1ccc(Br)cc1 | 8 | . | 1 | 2 | 19 | 3 | -3 | 4 | -1 |
| 46 | O=C(c1cc(-c2ccncc2)nc2ccccc12)N1CCN(S(=O)(=O)/C=C/c2ccccc2)CC1 | 1 | 9 | 0 | -1 | 22 | 3 | 14[fluorescence artefact?] | 18 | 2 |
| 47 | COc1ccnc(CSC(N)=Nc2cccc(C(F)(F)F)c2)c1 | -1 | -3 | 11 | -2 | 7 | -13 | -5 | 9 | -1 |
| 48 | COc1ccccc1N1C(=O)CCC1(C#N)c1ccccc1 (stereo not drawn) | -2 | 1 | -1 | 4 | 11 | -19 | 0 | 1 | 0 |
| 49 | Cc1ccccc1OCC(=O)OC1CCN(C)CC1 | 1 | 0 | 0 | -6 | 12 | 40 | 2[fluorescence artefact?] | 0 | -3 |
| 50 | O=C(CSc1nnc(-c2ccccn2)n1-c1ccc(Cl)cc1)Nc1ccc2c(c1)OCO2 | -6 | 2 | -22 | -4 | 2 | -10 | -13 | -3 | 1 |
| 51 | CCOc1ccc(Cl)cc1CSc1ncn[nH]1 | -10 | 1 | -2 | -10 | 2 | -10 | -13[fluorescence artefact?] | -7 | 2 |

Screen by screen, from the results shown:
Hck Nef HTS for entries 37 to 48 → 1, 19, 20, 23, 26, 7, 7, 0, 1, 0, 11, -1
Runt-CBFb FRET for entries 37 to 48 → 1, -5, 2, -3, 1, 23, 2, 3, ., 9, -3, 1

Screens as filed in PubChem BioAssay.
